High-throughput results (PubChem BioAssay)
PREPL inh = PREPL enzyme inhibitors, primary screen, biochemical, fluorescence polarization; 320,000 compounds, 0.68% hits; inhibition, % at 5.96 µM; AID 2751, 2010; recombinant PREPL, fluorescence polarization activity-based probe; in the data active = inhibition above about 43%;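 note: 0% = enzyme with DMSO and 100% = wells lacking enzyme; many of its hits are not listed in these tables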
JMJD2C inh = inhibitors of GASC-1 histone demethylase, primary screen, biochemical, fluorescence, DELFIA europium | Lysine-specific demethylase 4C (Homo sapiens), Q9H3R0 | GST-JMJD2C(1-420) H3K9me3 demethylation | inhibition, % at 2.35 µM | 330,000 compounds, 0.069% hits;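 active = more than half of a compound's replicate wells show inhibition beyond 50%, single wells judged on their own value; inconclusive = some, but no more than half, of replicates pass 50% inhibition; inactive = no replicate passes 50% inhibition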;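 note: signal counts dimethyl H3K9 product captured on neutravidin plate; 0% = median of DMSO wells and 100% = 0.3 times that DMSO median; strong numbers were not always called active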
Target sequence (Q9H3R0 1-420 limits assumed): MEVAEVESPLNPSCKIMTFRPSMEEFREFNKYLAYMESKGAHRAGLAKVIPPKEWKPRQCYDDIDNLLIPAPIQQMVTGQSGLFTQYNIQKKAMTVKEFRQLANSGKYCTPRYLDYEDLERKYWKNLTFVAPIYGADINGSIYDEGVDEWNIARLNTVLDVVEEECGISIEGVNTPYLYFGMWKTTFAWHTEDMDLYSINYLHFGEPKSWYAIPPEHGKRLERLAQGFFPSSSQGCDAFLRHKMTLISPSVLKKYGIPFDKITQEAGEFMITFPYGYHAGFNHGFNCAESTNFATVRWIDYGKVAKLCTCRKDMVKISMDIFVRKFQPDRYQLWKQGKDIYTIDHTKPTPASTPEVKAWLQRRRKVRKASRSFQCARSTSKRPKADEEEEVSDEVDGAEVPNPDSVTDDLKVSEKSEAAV
TPT1 inhibitor = Candida albicans TPT1 enzyme inhibitors, primary screen, biochemical, fluorescence polarization. recombinant caTPT1, FP RNA substrate dephosphorylation. 300,000 compounds, 0.81% hits. inhibition, % at 5 µM. tRNA 2'-phosphotransferase TPT1 (Candida albicans SC5314);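 active = inhibition above the mean of all tested compounds plus 3 SD, set per screening campaign, cut at about 24% in these data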;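 note: plate controls were DMSO alone for no effect and ferristatin control at 100 nM for full effect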
PP5 primary = PP5 phosphatase inhibitors, primary screen, biochemical, fluorescence. Serine/threonine-protein phosphatase 5 (Homo sapiens), P53041. purified PP5c, OMFP substrate fluorescence. inhibition, % at 6.7 µM. 320,000 compounds, 0.18% hits. AID 1987, 2009;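 active = inhibition above the campaign's mean inhibition across all tested compounds plus 3 SD, cut at about 9.5% in these data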;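 note: 0% = DMSO only and 100% = 100 µM cantharidin control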
Target sequence (P53041 whole entry, looked up): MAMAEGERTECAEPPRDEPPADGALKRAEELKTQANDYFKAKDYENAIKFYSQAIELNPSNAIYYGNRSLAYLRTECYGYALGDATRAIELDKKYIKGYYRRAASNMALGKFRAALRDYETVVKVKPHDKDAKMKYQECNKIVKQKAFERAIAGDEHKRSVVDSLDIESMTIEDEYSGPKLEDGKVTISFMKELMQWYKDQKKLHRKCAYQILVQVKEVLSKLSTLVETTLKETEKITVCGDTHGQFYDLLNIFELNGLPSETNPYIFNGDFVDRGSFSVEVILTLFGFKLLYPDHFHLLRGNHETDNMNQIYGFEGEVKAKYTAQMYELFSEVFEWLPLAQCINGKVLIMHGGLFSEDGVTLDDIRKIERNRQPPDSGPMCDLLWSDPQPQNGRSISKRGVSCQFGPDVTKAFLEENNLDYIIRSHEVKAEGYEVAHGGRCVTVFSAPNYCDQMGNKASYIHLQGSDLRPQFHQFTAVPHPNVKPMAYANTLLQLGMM
Efflux pump inh = inhibitors of Candida efflux pumps in yeast, primary screen, S. cerevisiae, Nile Red, multiplex | AID 485275, 2010 | 330,000 compounds, 0.44% hits | S. cerevisiae Candida pump triplex | inhibition, % at 10 µM;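 active = plate passing quality check with inhibition over a set limit, or well fluorescence over plate mean plus 4 SD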;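 note: Nile Red retained in pooled yeast measured as flow cytometry median fluorescence; 0% = buffer negative control and 100% = Enniatin B positive control; higher means more Nile Red kept so more efflux inhibition; some compounds called inactive have numbers as strong as hits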
PP1 counter = PP1-alpha phosphatase inhibitors, primary screen, counter-screen for PP5 inhibitor project, biochemical, fluorescence, OMFP substrate, single point; Serine/threonine-protein phosphatase PP1-alpha catalytic subunit (Homo sapiens), P62136; purified PP1alpha; inhibition, % at 6.7 µM; 320,000 compounds, 0.9% hits; AID 2235, 2010;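 active = inhibition above the mean inhibition of all tested compounds plus 3 SD, computed separately for each screening campaign, cut at about 15% in these data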
HCV core dimer = inhibitors of HCV core protein dimerization, primary screen, biochemical, TR-FRET, high-throughput; TR-FRET GST/Flag-core106 dimerization, 1536-well; inhibition, % at 5 µM; 300,000 compounds, 0.33% hits; AID 1899, 2009;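 active = inhibition above the mean of all tested compounds plus 3 SD, set per screening campaign, cut at about 45% in these data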
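Material: GST/Flag-tagged HCV core106 proteins. Incubation: 4 h, 22.5 °C incubation. Read-out basis: inhibition (%) from 671 over 617 nm ratio. Measured by: TR-FRET, excitation 340 nm, emission 617 and 671 nm.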
CTSL1 counter = Fasciola hepatica cathepsin L1 inhibitors, primary screen, counter-screen for PFM18AAP inhibitor project, biochemical, QFRET, fluorogenic peptide substrate. recombinant F. hepatica cathepsin L1, Z-Leu-Arg-MCA fluorescence. inhibition, % at 5.96 µM. 300,000 compounds, 0.49% hits;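 active = inhibition above the mean of all tested compounds plus 3 SD, set per screening campaign, cut at about 17% in these data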;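 note: 0% = plate median of test compound wells and 100% = 1 µM Z-Phe-Ala-diazomethylketone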
LYPLA2 counter = LYPLA2 inhibitors, primary screen, counter-screen for PME1 inhibitor project, biochemical, fluorescence polarization, FP-Rh probe ABPP | recombinant LYPLA2 | 320,000 compounds, 0.38% hits | inhibition, % at 5.9 µM | Acyl-protein thioesterase 2 (Homo sapiens), O95372;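 active = inhibition above the screen-wide mean plus 3 SD, limit set per campaign, cut at about 26% in these data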;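 note: 0% = LYPLA2 with DMSO and 100% = wells lacking LYPLA2 enzyme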
The depositor's hits bear a star; ? = inconclusive; . = not tested or not shown; & = joins results of further samples. These rows are one share of the data. The share of hits here may be higher or lower than overall.

Order of results: PREPL inh	JMJD2C inh	TPT1 inhibitor	PP5 primary	Efflux pump inh	PP1 counter	HCV core dimer	CTSL1 counter	LYPLA2 counter
> CCOC(=O)C1(Cc2ccccc2C(F)(F)F)CCN(C2CCN(C(C)C)CC2)CC1
  -48	1	-3	-1.5	0.0	-3	1	-4	-3
> CC(/C=C/c1ccccc1)=N/NC(=O)c1cnccn1
  -4	-11	-3	2.3	-0.1	-2	5	6	0
> Cc1ccc(-c2csc3ncnc(N4CCN(S(=O)(=O)c5cccs5)CC4)c23)cc1
  2	-7	.	5.8	0.5	5	.	.	-3
> CN(CC(=O)Nc1ccccc1C(F)(F)F)C(=O)CN1C(=O)C2CCCCC2C1=O (stereo not given)
  2	-3	1	0.5	0.2	-7	4	-5	-10
> CCOC(=O)C1CCCC(NS(=O)(=O)c2ccc(NC(C)=O)cc2)C1 (stereo not given)
  4	?	0	-1.1	-0.2	-3	-4	1	3
> Cc1ccc(S(=O)(=O)N(C)C)cc1NC(=S)N(CCC#N)Cc1cccnc1
  0	3	-1	-2.5	0.0	-5	4	2	3
> COc1ccc(S(=O)(=O)Nc2ccc(C)cc2)cc1OC
  2	1	1	0.5	-0.1	-3	-5	-2	8
> Cc1c(Cl)ccc2sc(NC(=O)C3CC3)nc12
  -39	-8	0	-0.5	0.1	0	-12	-1	-4
> CCOC(=O)c1cc(-c2cccnc2)nn1-c1ccccc1C
  -22	3	3	-0.2	0.1	-2	-5	-1	-1
> Cc1ccc(Cl)cc1N1CCN(S(=O)(=O)c2cccc(S(=O)(=O)N3CCCC3)c2)CC1
  -5	-3&-9	1	3.2	0.1	9	23	-2	-2
> CCOc1ccccc1-n1nnnc1SCC(=O)NCC1(N2CCOCC2)CCCCC1
  2	-4	.	0.5	0.0	-4	.	.	5
> Cc1nc(SCC(=O)NCCc2ccccc2)nc(C)c1C
  1	28	-5	0.8	-0.1	-2	4	-7	-3
> Cc1ccc(N2CC(C(=O)NC3CCC(C)CC3)CC2=O)cc1 (stereo not given)
  5	-2	4	4.5	-0.1	-1	-4	0	1
> C=CCn1c(SCC(=O)c2ccc(OC)cc2)nnc1-c1cc2cccc(OC)c2o1
  20	-4	5	1.9	0.3	3	5	-1	5
> COc1ccc(Nc2nc(-c3ccccc3)cs2)cc1
  11	?	-3	3.3	-0.2	3	-9	-2	4
> CC(=O)OCCOCn1cnn2c(=O)c(Br)c(C)nc12
  -3	1	2	-1.1	-0.2	2	2	1	1
> Cc1ccc2cccc(SCC(=O)Nc3ccc(F)cc3)c2n1
  -7	5	4	4.4	0.1	4	0	1	-4
> O=[N+]([O-])c1ccc2c(c1)/C(=N\O)c1ccccc1-2
  3	-33	-1	1.7	-0.1	6	4	5	-11
> C/C(=N\O)C(=O)NCCN1CCCCC1
  -5	2	-2	2.0	0.0	-3	1	-1	4
> COc1cccc(C2C3=C(CCCC3=O)Nc3[nH]n(-c4ccccc4)c(=O)c32)c1 (stereo not given)
  -1	1	1	-1.8	-0.1	-2	-8	4	-5
> COc1ccccc1NC(=O)CCc1nc2ccccc2s1
  -10	2	-4	0.4	-0.1	-2	-3	-2	5
> NC(=O)C1(N2CCCCC2)CCN(C2CC(=O)N(CCc3ccccc3)C2=O)CC1 (stereo not given)
  0	11	-6	-0.6	-0.1	1	-9	-2	5
> COc1ccc(/C=N/N=C2/NC(=O)C(CC(=O)O)S2)cc1OCc1ccc(Cl)cc1 (stereo not given)
  13	16	2	2.8	13*	7	3	1	-2
> COc1cc(N)c(Cl)cc1Cl
  4	9	2	3.2	0.1	-2	-6	-1	5
> CN1CCN(C(=O)c2cccn(Cc3c(Cl)cccc3Cl)c2=O)CC1
  6	-1	1	1.4	-0.1	-2	8	0	3
> CCC(CC)c1nn2c(N)c(/C=C3\C(C)=Nc4ccccc43)c(=O)nc2s1
  10	-21	16	3.0	0.2	1	1	-1	5
> COCCCn1c(SCC(=O)NC2CCCCC2)nnc1-c1ccncc1
  11	8	3	2.3	0.1	-8	7	1	-7
> COc1ccccc1-c1cn[nH]c1-c1ccc(OCc2ccc(F)cc2)cc1O
  11	-20	0	3.2	0.1	-3	1	2	-10
> CNC(=O)COC(=O)C1CCN(S(=O)(=O)c2ccc3c(c2)OCCO3)CC1
  -4	-4	.	-0.5	0.2	-1	.	.	-5
> O=C(CCCn1cnc([N+](=O)[O-])n1)Nc1ccc(Cl)c(Cl)c1
  26	4	-4	3.7	0.0	5	0	-6	-1
> CN1CCCC(CC2Oc3ccccc3Sc3ccccc32)C1 (stereo not given)
  -20	-21	1	-0.3	0.2	0	-9	0	-4
> C=CCN=Cc1sc2ccc(OCC)cc2c1O
  0	-4	4	-0.9	0.1	0	-2	2	9
> CCOC(=O)C1C(=O)CC(C)(O)C(C(=O)OCC)C1c1ccc(OC)cc1 (stereo not given)
  -1	1	-6	-0.2	-0.2	-4	3	-1	-1
> CC(C)OCCCn1c(=NC(=O)c2cccs2)c(C#N)cc2c(=O)n3ccccc3nc21
  18	-24	-25	-1.6	-0.1	0	12	4	-2
> CN(CCOc1ccccc1)C(=O)c1cc(S(=O)(=O)N2CCOCC2)ccc1Cl
  14	11	-1	-1.1	0.0	-5	2	-1	2
> O=C(O)/C(=C\c1cccc(F)c1)c1ccc(S(=O)(=O)N2CCCCC2)s1
  -2	-1	-3	0.5	0.2	2	15	5	0
> O=C(CSc1nnc(CNC(=O)c2cccs2)o1)Nc1ccc(F)cc1F
  11	1	-2	1.8	-0.1	-2	-16	-1	0
> CC(=O)c1cccc(NC(=O)N2CCC(NC(=O)C3CCCCC3)CC2)c1
  -5	10	-5	2.7	-0.1	0	0	-2	-1
> Cc1oc(-c2cccc(F)c2)nc1CN1CCCN(C(=O)c2ccco2)CC1
  2	-2	-2	0.9	-0.1	0	5	-3	2
> O=C(COC(=O)/C=C/c1cccs1)Nc1nc(-c2ccccc2)cs1
  -8	3	-2	0.7	0.0	-1	10	-3	3
> CN(C)c1ccc(-n2cc3c(=O)n(C)c(=O)n(C)c3c2)cc1
  30	-2	-9	0.7	-0.1	-1	-21	2	15
> O=C(NCc1ccccc1)c1ccc(S(=O)(=O)Nc2cccc(C(F)(F)F)c2)cc1
  -19	-4	-6	3.0	0.0	3	3	0	-3
> CC(C)Cc1nnc(NC(=O)CCC(=O)NC2CCCCCCC2)s1
  9	-11	-1	3.1	-0.1	0	0	0	12
> O=C(Nc1ccccc1)C1CC=CCC1C(=O)OCC1CCCO1 (stereo not given)
  10	0	0	-2.5	0.1	2	-8	-5	-6
> CCOC(=O)C1CCN(C(=O)c2ccc(OCC(=O)Nc3ccc(OCC)cc3)c(OC)c2)CC1
  7	16	-2	1.8	0.0	-5	0	-2	1
> COc1ccc(NC(=O)Cn2nnc(C(=O)NCc3ccco3)c2N)c(OC)c1
  6	1	-2	0.0	0.2	-2	2	5	7
> CCC1(c2ccccc2)NC(=O)N(CC(=O)Nc2ccc(S(=O)(=O)Nc3ncccn3)cc2)C1=O (stereo not given)
  -9	-3	-1	0.9	0.2	-1	-1	-8	-1
> Nc1ccccc1SC1CC(=O)N(c2ccc(Cl)c(Cl)c2)C1=O (stereo not given)
  -29	2	-1	-0.9	0.0	-2	16	2	0
> CCOC(=O)C1CCN(C(=O)c2cc3c(-c4ccc(OC)c(OC)c4)nn(C)c3s2)CC1
  13	149	0	-0.1	0.1	0	8	4	-2
> COC(=O)c1sc(NC(=O)c2c(F)cccc2F)c(C#N)c1C
  6	-4	2	0.6	-0.1	0	2	0	1
> O=C(Cn1cnc2c(nc3n2CCCCC3)c1=O)Nc1cccc(C(F)(F)F)c1
  3	-9	4	-1.6	0.1	2	-2	1	-3
> Cc1cccc(-c2cnn(-c3cccc([N+](=O)[O-])c3)c2N)c1
  41	20	-2	-0.8	0.0	-1	-1	5	1
> CCCn1c(SCC(=O)NCCc2ccccc2)nnc1-c1cccnc1
  19	-13	-11	-1.1	-0.2	6	-4	3	7
> COc1ccccc1N(CC(=O)N(CC(C)C)CC(C)C)S(=O)(=O)c1cccs1
  -2	3	0	0.0	0.0	3	4	2	4
> Clc1ccc(-c2c[n+](Cc3ccc(Br)cc3)c3n2CCCCC3)cc1
  14	-9	-3	-0.3	0.1	-1	1	-5	5
> COc1ccc(NS(=O)(=O)c2c(C)cc(C)cc2C)cn1
  -17	-3	-9	3.2	-0.1	1	7	-4	0
> CN1c2ccccc2Sc2cc(N)ccc21
  7	-8	2	1.6	0.2	3	-41	0	2
> Nc1cc(=O)[nH]c(SCC(=O)Nc2ccccc2-c2ccccc2)n1
  -6	-8	-3	-0.3	0.0	-1	3	-1	4
> NC(=O)c1oc2ccc(Cl)cc2c1N
  -5	-2	-5	-0.9	-0.1	-4	-8	1	0
> O=C(Cc1ccccc1)NC1CCN(S(=O)(=O)c2ccc(C(=O)O)cc2)CC1
  3	-6	-2	0.6	0.0	-5	-3	3	1

The list goes on:
Order of results: PREPL inh	JMJD2C inh	TPT1 inhibitor	PP5 primary	Efflux pump inh	PP1 counter	HCV core dimer	CTSL1 counter	LYPLA2 counter
> CCOC(=O)C1(CC2CCCCO2)CCN(S(=O)(=O)c2c(C)nn(C)c2C)CC1 (stereo not given)
  1	-8	-1	-0.7	0.1	-6	1	1	2
> N=C1c2ccccc2CN1NC(=O)c1cccc(S(=O)(=O)N2CCOCC2)c1
  -2	-20	2	0.2	-0.1	0	-5	0	1
> COc1cc(/C=C/c2ccc3cccc([N+](=O)[O-])c3n2)ccc1OCC(=O)O
  6	-5	1	0.6	-0.2	-2	7	3	10
> CCCN1C(=O)c2ccccc2NC1c1ccc(OC)c(CSc2ccccn2)c1 (stereo not given)
  15	2	-2	5.2	0.2	2	-3	1	-8
> O=C(c1ccoc1)N1CCC2(CC1)Oc1ccc(Cl)cc1C(=O)C21CC(c2cccnc2)=NO1 (stereo not given)
  -10	7	2	5.9	-0.1	1	-3	2	11
> COc1ccc(N=Nc2ccc(O)c(P(=O)(c3ccccc3)c3ccccc3)c2)cc1
  2	-5	3	0.5	-0.2	-1	10	3	6
> CCc1ccc(NC(=O)Cn2ccn(-c3cccc(Cl)c3)c(=O)c2=O)cc1
  -6	86	-3	-1.5	-0.1	1	-3	-1	3
> Clc1ccc(OCCOCCN2CCc3ccccc3C2)c(Cl)c1
  19	-4	0	1.2	-0.1	3	0	-2	2
> COc1cc(/C=C/C(=O)O)ccc1OS(=O)(=O)c1ccc(C)cc1
  -1	1	4	2.6	0.0	-6	2	-1	-7
> Cc1cc(OC(=O)C(c2ccccc2)c2ccccc2)c([N+](=O)[O-])c(=O)[nH]1
  25	6	0	-1.9	0.0	1	-2	1	5
> N#CCSCC(=O)Nc1ccc(F)cc1
  -12	6	-1	0.7	0.0	3	0	-1	-5
